# From PubChem
# BoNT-A LC inh2: BoNT A light chain protease inhibition | AID 588499 | multiplex microsphere protease substrate cleavage, flow cytometry | inhibition, % at 10 µM | 360,000 tested, 0.17% active; further: plate controls were buffer without enzyme for full effect and enzyme alone for no effect
# PfHsp40 rescue: compounds rescuing yeast from Plasmodium falciparum HSP40 toxicity. S. cerevisiae expressing PfHsp40, growth rescue, ATP luminescence. growth rescue, % at 12.5 µM. 340,000 tested, 0.68% active. AID 504582; in the data active means growth rescue above about 28%, passing the limit was not always enough; inconclusive means no clear call, values can overlap the other calls;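 further: yeast W303a lacking pdr1 and pdr3 grown in galactose medium; growth measured after three days at 30 °C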
# TcdB GH inh: inhibitors of Clostridioides difficile toxin B glycohydrolase; P18177; TcdB glycohydrolase enzymatic assay, plate reader; inhibition, % at 9.99 µM; 350,000 tested, 0.24% active; in the data active means inhibition above about 10%
# Yp Topo-I inh: inhibitors of Yersinia pestis topoisomerase I | Y. pestis Topo-I cleavage product accumulation, plate reader | activity, % at 10 µM | 360,000 tested, 0.064% active | AID 504884; in the data active means activity above about 50%, passing the limit was not always enough; inconclusive means no clear call, values can overlap the other calls; further: inactives centre near 2
# BoNT F protease: blocks Botulinum neurotoxin F light chain protease. Multiplex microsphere protease cleavage assay, flow cytometry. inhibition, % at 10 µM. 360,000 tested, 0.22% active; in the data active means inhibition above about 35%, passing the limit was not always enough; inconclusive means no clear call, values can overlap the other calls; further: plate controls were buffer without enzyme for full effect and enzyme alone for no effect
# Anthrax LF prot: anthrax lethal factor protease inhibition | P15917 | multiplex microsphere protease cleavage assay, LF | inhibition, % at 10 µM | 360,000 tested, 0.12% active | AID 588501; further: plate controls were buffer without enzyme for full effect and enzyme alone for no effect
# Target sequence (P15917 whole entry, looked up): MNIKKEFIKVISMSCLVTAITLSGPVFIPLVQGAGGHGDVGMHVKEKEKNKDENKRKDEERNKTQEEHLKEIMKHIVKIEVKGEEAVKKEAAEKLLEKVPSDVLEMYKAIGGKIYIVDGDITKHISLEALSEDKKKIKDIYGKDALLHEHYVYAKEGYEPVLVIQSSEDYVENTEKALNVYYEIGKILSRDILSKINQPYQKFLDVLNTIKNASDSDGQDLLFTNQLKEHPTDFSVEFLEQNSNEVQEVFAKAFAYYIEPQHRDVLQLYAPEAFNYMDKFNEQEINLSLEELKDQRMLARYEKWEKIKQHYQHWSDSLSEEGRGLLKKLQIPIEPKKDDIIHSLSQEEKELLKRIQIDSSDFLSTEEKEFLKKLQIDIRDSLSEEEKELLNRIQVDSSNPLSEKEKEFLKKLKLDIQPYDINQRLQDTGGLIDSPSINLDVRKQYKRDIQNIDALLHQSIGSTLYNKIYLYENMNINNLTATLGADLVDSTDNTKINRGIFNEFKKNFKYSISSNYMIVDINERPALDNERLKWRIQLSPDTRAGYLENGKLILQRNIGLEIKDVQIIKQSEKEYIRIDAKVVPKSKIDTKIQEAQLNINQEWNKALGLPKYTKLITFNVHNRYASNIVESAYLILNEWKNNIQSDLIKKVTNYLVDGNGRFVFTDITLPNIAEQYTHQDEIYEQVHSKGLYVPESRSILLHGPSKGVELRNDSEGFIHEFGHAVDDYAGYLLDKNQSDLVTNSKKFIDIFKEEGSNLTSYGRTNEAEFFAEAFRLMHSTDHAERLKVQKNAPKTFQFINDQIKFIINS
# FadD28 binding: inhibitors of Mycobacterium tuberculosis FadD28 bisubstrate binding; FadD28 bisubstrate probe binding, fluorescence polarization; inhibition, % at 12.5 µM; 360,000 tested, 0.22% active; AID 588549; in the data active means inhibition above about 8.5%, passing the limit was not always enough; inconclusive means no clear call, values can overlap the other calls
# PrPC TRFRET: inhibitors of human cell surface prion protein PrPC | inhibition, % at 13.8 µM | 370,000 tested, 0.43% active | P04156 | TR-FRET read-out; in the data active means inhibition above about 24%; further: 0% = median of the test wells and 100% = reference compound wells
# CCHF vOTU inh: CCHFV vOTU protease inhibition; 370,000 tested, 0.55% active; inhibition, % at 11.5 µM; AID 651958; Pep-AMC fluorescence; in the data active means inhibition above about 30%; further: 0% = vehicle wells with enzyme and 100% = no enzyme wells
# Active calls of the source: *; ? = inconclusive; . = not tested or not shown. Unless noted, no stated cut-off is given here; in the data, active means inhibition above about 30%; inconclusive means no clear call, values can overlap the other calls; inactive means below that.
SMILES,BoNT-A LC inh2,PfHsp40 rescue,TcdB GH inh,Yp Topo-I inh,BoNT F protease,Anthrax LF prot,FadD28 binding,PrPC TRFRET,CCHF vOTU inh
Cc1cccc(-c2n[nH]c(=S)n2/N=C/c2ccco2)c1,-5.4,1.1,2.8,-5,?,-7,-1.4,-8,-1
C=C1C(=O)[C@@]23[C@H](O)C[C@@H]4C(C)(C)CC[C@H](O)[C@@]4(C)[C@@H]2CC[C@@H]1[C@H]3O,-0.6,-0.3,-0.5,-7,8,-2,-1.8,71*,6
O=C(NCc1ccncc1)C(=O)NCc1ccco1,-0.7,-0.5,1.6,-2,-3,-1,-0.8,-1,3
CCOC(=O)CNC(=O)C1CCCc2c1[nH]c1ccc(Cl)cc21 (stereo not drawn),0.1,3.4,-1.0,9,0,-1,-4.4,1,-3
C=CCn1c(SCC(=O)NC2CC2)nnc1-c1ccccn1,-0.1,-0.1,-0.4,3,4,2,-0.6,-2,16
O=C(OCC(=O)c1cccs1)C1=COCCO1,.,0.6,.,-7,.,.,-0.1,-3,-12
Cc1ccc(-n2[nH]c(C)c(/C=N/NC(=O)c3ccc(O)cc3O)c2=O)cc1,0.5,76*,.,3,-2,-7,0.1,.,.
Cc1noc(C)c1C(=O)Nc1nc(-c2ccccc2Cl)cs1,0.4,1.0,.,8,-4,-4,-4.9,-2,-5
COc1ccc(C(C(=O)NCC2CCCO2)N(C(=O)CNC(=O)c2cccs2)c2ccc(C(C)=O)cc2)cc1OC (stereo not drawn),0.7,-1.6,0.8,2,7,-1,-5.4,5,-11
N#CCCn1c(SCC(=O)NCc2ccco2)nc2ccccc21,0.1,1.7,.,-3,4,1,-2.6,-2,9
CCS(=O)(=O)c1ccc(O)c(N2C(=O)C3C4C=CC(C4)C3C2=O)c1 (stereo not drawn),1.1,-0.8,.,4,1,2,-2.3,-4,18
Cc1cccc(CN2CCN(C(c3ccccc3)c3ccc(Cl)cc3)CC2)c1 (stereo not drawn),-0.3,4.3,1.5,31,-8,0,-3.3,-2,9
O=C(NCc1ccccn1)C1CC(c2ccc(Cl)c(Cl)c2)=NO1 (stereo not drawn),0.8,-0.3,.,1,12,-2,-1.7,4,17
C=CCN1C(=O)/C(=C2\SC(N3CCOCC3)=NC2=O)c2cc(Br)ccc21,-0.6,9.3,.,-3,2,0,-2.2,5,5
O=S(=O)(c1ccc2oc(=S)[nH]c2c1)N1CCCCC1,-0.1,-0.9,-0.6,7,-6,-3,-0.7,-7,-6
N#Cc1cc2c(nc1SCc1cccnc1)CCCC2,-1.6,2.0,.,3,-1,-2,-1.6,7,-4
Cc1ccc(NS(=O)(=O)c2ccc(OCC(=O)NCc3ccncc3)cc2)cc1,-0.4,-0.3,.,-3,3,0,-0.8,0,9
Cc1cn([C@H]2C[C@H](N=[N+]=[N-])[C@@H](CO)O2)c(=O)[nH]c1=O,1.1,-0.5,0.5,-2,-5,13,-3.0,2,1
CC(C)Cn1cc(F)c(=O)n(CC(C)C)c1=O,0.3,-1.1,1.9,6,7,-6,2.7,7,-3
NC(=S)Nc1ccc2cn[nH]c2c1,-0.2,0.5,0.8,4,-2,-2,0.1,-4,-15
NC(=O)CN1C(=O)C(=O)N(Cc2cccc(Cl)c2)C1=O,-0.9,-1.2,0.3,13,-5,11,-1.6,10,-12
O=C(Nc1ccccc1)O/N=C(\c1ccccc1)c1ccccn1,-0.4,8.2,.,3,0,-6,-1.6,0,8
O=C(NC1CCCC1)C(c1ccc(Cl)cc1)N1CCOCC1 (stereo not drawn),0.6,0.3,1.1,5,6,-4,-1.1,5,-8
Cc1nn(CC(=O)Nc2c(F)cc(F)cc2Br)c(=O)c2cccn12,-0.1,-0.3,1.7,-3,-1,-3,-0.2,-2,8
CCOc1cc(CNc2ccc(S(N)(=O)=O)cc2)cc(Cl)c1OC,-1.0,-1.2,.,-1,-10,-2,-1.4,4,3
O=C(NCc1csc(-c2cccs2)n1)Nc1ccc(C(F)(F)F)cc1,-0.2,.,1.7,3,-8,0,-2.7,-2,-5
CC(=O)c1cc(F)c(N2CCCC2)cc1C,0.5,-0.2,.,2,15,1,-4.4,3,13
N#Cc1c(NC(=O)CN2CCN(S(=O)(=O)c3ccc4c(c3)OCCO4)CC2)sc2c1CCC2,-0.7,0.7,.,2,4,-4,-0.7,-2,-2
CCN(CC)c1ccc(NC(=O)COC(=O)c2cccs2)cc1,-0.1,-0.5,.,-7,0,-3,-0.1,3,0
CCc1ccccc1NC(=O)c1cccc(Oc2ccc([N+](=O)[O-])cc2Cl)c1,-0.7,22,1.3,23,-4,-1,0.2,4,-3
COC(=O)CSc1nc2ccc(NC(=O)c3ccccc3C(=O)N3CCOCC3)cc2s1,-0.8,2.4,.,12,-3,-1,-2.3,-2,22
O=C(C1CCCCN1S(=O)(=O)c1ccccc1)N1CCCCC1 (stereo not drawn),-0.6,-0.1,.,-3,-8,-3,1.3,-3,-17
C=CCSC1=C(C#N)C(c2ccccc2)CC(=O)N1 (stereo not drawn),0.8,1.6,.,4,0,1,-0.6,9,-9
COc1ccc(/C=C/C=C2C(=O)NC(=S)NC2=O)cc1,1.1,-0.1,-1.5,7,9,1,-1.2,2,11
Nc1ccc(N2CCN(c3ccccc3)CC2)c(F)c1,-1.5,0.7,-12,-1,-9,-7,-1.8,2,10
Cc1ccc(C(=O)Nc2cc3[nH]c(=O)oc3cc2C)cc1,-0.4,-0.8,-0.6,-6,13,0,-3.0,9,-14
CCOC(=O)C1CCN(C(=O)CSc2nc(N)cc(=O)[nH]2)CC1,2.4,0.6,1.1,5,-5,-2,-1.9,-1,5
CCC(OCC(O)CN1CCCCC1)c1ccccc1 (stereo not drawn),1.2,-1.4,2.3,4,3,1,-3.3,1,0
COc1ccc(NC(=O)COC(=O)Cc2ccc(Br)cc2)cc1,-0.8,-0.3,0.5,-8,-8,1,-0.3,0,-14
O=C(COC(=O)CNC(=O)c1cccc([N+](=O)[O-])c1)NCc1ccco1,0.5,-0.1,7.0,2,-1,-5,-3.7,-4,-4

# Another view of part of the listing above.
SMILES | BoNT-A LC inh2 | PfHsp40 rescue | TcdB GH inh | Yp Topo-I inh | BoNT F protease | Anthrax LF prot | FadD28 binding | PrPC TRFRET | CCHF vOTU inh
CCc1ccccc1NC(=O)c1cccc(Oc2ccc([N+](=O)[O-])cc2Cl)c1 | -0.7 | 22 | 1.3 | 23 | -4 | -1 | 0.2 | 4 | -3
COC(=O)CSc1nc2ccc(NC(=O)c3ccccc3C(=O)N3CCOCC3)cc2s1 | -0.8 | 2.4 | . | 12 | -3 | -1 | -2.3 | -2 | 22
O=C(C1CCCCN1S(=O)(=O)c1ccccc1)N1CCCCC1 (stereo not drawn) | -0.6 | -0.1 | . | -3 | -8 | -3 | 1.3 | -3 | -17
C=CCSC1=C(C#N)C(c2ccccc2)CC(=O)N1 (stereo not drawn) | 0.8 | 1.6 | . | 4 | 0 | 1 | -0.6 | 9 | -9
COc1ccc(/C=C/C=C2C(=O)NC(=S)NC2=O)cc1 | 1.1 | -0.1 | -1.5 | 7 | 9 | 1 | -1.2 | 2 | 11
Nc1ccc(N2CCN(c3ccccc3)CC2)c(F)c1 | -1.5 | 0.7 | -12 | -1 | -9 | -7 | -1.8 | 2 | 10
Cc1ccc(C(=O)Nc2cc3[nH]c(=O)oc3cc2C)cc1 | -0.4 | -0.8 | -0.6 | -6 | 13 | 0 | -3.0 | 9 | -14
CCOC(=O)C1CCN(C(=O)CSc2nc(N)cc(=O)[nH]2)CC1 | 2.4 | 0.6 | 1.1 | 5 | -5 | -2 | -1.9 | -1 | 5
CCC(OCC(O)CN1CCCCC1)c1ccccc1 (stereo not drawn) | 1.2 | -1.4 | 2.3 | 4 | 3 | 1 | -3.3 | 1 | 0
COc1ccc(NC(=O)COC(=O)Cc2ccc(Br)cc2)cc1 | -0.8 | -0.3 | 0.5 | -8 | -8 | 1 | -0.3 | 0 | -14

# Next records.
SMILES,BoNT-A LC inh2,PfHsp40 rescue,TcdB GH inh,Yp Topo-I inh,BoNT F protease,Anthrax LF prot,FadD28 binding,PrPC TRFRET,CCHF vOTU inh
O=C(O)c1cccc(NC(=S)NC(=O)C(c2ccccc2)c2ccccc2)c1,0.3,1.1,.,-1,13,-4,-16,-4,14
CCC(C(=O)OC(C)C(=O)Nc1ccc(Cl)cn1)c1ccccc1 (stereo not drawn),-2.6,3.8,-0.8,16,-5,2,-1.3,-4,7
COc1ccc2nc(NC(=O)c3cccc(N4C(=O)CCC4=O)c3)sc2c1,0.2,-0.5,0.7,-2,-7,-10,-4.9,-2,25
O=C(/C=C/c1ccco1)NCc1ccc(F)cc1,0.9,-0.3,-0.5,6,4,-4,.,-1,21
COc1ccc(-c2oc3cc(O)c(OC)c(O)c3c(=O)c2OC)cc1O,0.1,3.2,-2.2,-9,-3,-5,2.1,-16,21
O=C(O)CCCC(=O)Nc1ccc(Sc2ccc([N+](=O)[O-])cc2)cc1,-1.0,0.6,.,1,-6,7,-3.6,-26,0
CCOc1cc(NC(=O)C(C)C)c(OCC)cc1NC(=O)Nc1ccccc1,-2.3,-0.2,1.2,-3,2,-2,4.3,-5,-3
CCCCCCCc1nc2c(=O)n(C)c3ccccc3c2o1,-0.3,-0.7,.,6,-9,-1,0.5,-2,-2
O=C(NC1CCCC1)C1CCCN(S(=O)(=O)c2cccc3cccnc23)C1 (stereo not drawn),0.4,-0.8,1.8,-3,12,3,-0.8,5,17
CN(Cc1ccccc1)C(=O)COC(=O)c1cc2ccccc2oc1=O,1.1,-0.9,1.1,0,-8,-4,-3.3,0,1
Nc1nnc(CCS(=O)(=O)c2cc(Cl)ccc2Cl)s1,-0.1,-0.7,.,-1,1,0,-1.6,-8,-1
COc1ccccc1C(=O)N(CCC1CCCN1C)c1nc2ccccc2s1 (stereo not drawn),-0.9,-1.7,1.6,0,-5,-4,-1.0,-7,11
CNC(=O)COc1ccc(C=O)cc1OC,0.2,-0.6,.,1,2,0,-3.1,-7,5
Cc1cccc(S(=O)(=O)Nc2ccc(-c3cn4ccccc4n3)cc2)c1,-0.3,-0.9,0.7,0,-7,-7,-1.1,4,-13
O=C(COC(=O)c1cc(F)cc(F)c1)NCCCc1ccccc1,-2.9,-0.3,0.9,16,6,10,-0.8,-5,0
CC(C)OCCCNC(=O)C1CC(=O)N(CCc2ccccc2)C1 (stereo not drawn),0.6,0.2,0.7,-6,13,-1,1.1,6,-2
CC(=C/c1ccco1)/C=N/NC(=O)c1ccncc1,-6.5,.,0.5,-2,-17,?,-4.2,-3,22
Cc1ccccc1OCC(=O)N=Nc1c(O)n(C)c2ccccc12,-1.3,0.1,0.5,5,-5,-12,-4.2,-1,-11
COc1cccc(-n2nc(C(N)=O)c(O)cc2=O)c1,-1.0,-1.1,1.2,6,-4,-1,-0.8,-1,0
CCc1ccc(N2CCN(C(=O)c3ccc4c(c3)OCO4)CC2)cc1,-6.4,0.9,0.1,32,-15,-4,0.6,0,9
CCN(CC(=O)Nc1c(F)cccc1F)C(=O)CCc1nc2cc(S(=O)(=O)N(C)C)ccc2n1CC,-2.4,1.6,1.1,-1,0,2,-2.2,-5,-4
CCn1c(C)nc2cc(C(=O)NNC(=O)c3ccc(C)cc3)ccc21,-0.7,1.0,2.0,-5,-10,-2,-1.6,-6,1
COc1ccc(C(=O)COC(=O)c2cnc(C)cn2)c(OC)c1,-0.8,-0.7,0.4,-4,-10,-1,-3.3,-11,9
CC(Nc1ncnc2ccccc12)c1ccccc1 (stereo not drawn),-2.1,0.9,1.1,1,-17,2,0.9,19,2
Cc1ccc(S(=O)(=O)CC(C)(O)C(=O)Nc2cccc(C(F)(F)F)c2)cc1 (stereo not drawn),0.8,-0.4,.,12,6,0,1.2,-2,1
CCc1ccc(C(O)(CC(C)C)C(CN2CCOCC2)c2ccccc2)cc1 (stereo not drawn),2.9,0.2,0.4,10,-27,-9,-0.1,-7,0
